Screening results (PubChem BioAssay)
E coli Lon inh – inhibitors of E. coli Lon protease, primary screen, biochemical, fluorescence polarization; P0A9M0; purified E. coli Lon protease; inhibition, % at 7.94 µM; 360,000 compounds, 0.42% hits; in the data active = inhibition above about 13%, passing the limit was not always enough;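 also: 0% = enzyme with probe and DMSO and 100% = no enzyme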
STEP block – STEP phosphatase inhibitors, primary screen, biochemical, fluorescence intensity, uHTS | Tyrosine-protein phosphatase non-receptor type 5 (Homo sapiens), P54829 | recombinant STEP, OMFP fluorogenic substrate | inhibition, % at 20 µM | 360,000 compounds, 0.25% hits | AID 588621, 2011;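 active = inhibition at 20 µM, scaled per plate between control wells, above about 37%, limit read from the data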;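 also: 0% = DMSO with enzyme and substrate and 100% = substrate only without enzyme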
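Material: STEP (striatal-enriched tyrosine phosphatase) enzyme, cell-free | Medium: 50 mM Bis-Tris pH 6.0 with 2.5 mM DTT and 0.005% Tween 20 | Read-out: Percent inhibition scaled to no-enzyme and uninhibited-enzyme controls, plate-pattern corrected | Signal: Fluorescence read at 480 nm ex / 540 nm em | Times: 20 min reaction, room temperature, in the dark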
TbMetRS inhib – T. brucei MetRS inhibitors, primary screen, biochemical, luminescence; inhibition, % at 11.9 µM; 360,000 compounds, 0.4% hits; purified T. brucei MetRS, ATP depletion, Kinase-Glo luminescence; AID 624268, 2012; methionyl-tRNA synthetase (Trypanosoma brucei brucei);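 active = inhibition above a per-plate cutoff of the control wells' mean inhibition plus 3 SD, cut at about 5.5% in these data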;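 also: 0% = DMSO wells median and 100% = median of wells with control inhibitor compound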
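Dosing: 11.9 µM compound single dose, 0.9% DMSO; Assay system: purified T. brucei MetRS enzyme; Measured by: Kinase-Glo luciferase luminescence reporting remaining unconsumed ATP; Schedule: 15 min plus 2 h at 25 °C.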
DNMT1 block – human DNMT1 methyltransferase inhibitors, primary screen, biochemical, molecular beacon, fluorescence, HinP1I cleavage, uHTS; inhibition (reported as % activation of signal), % at 10 µM; AID 588458, 2011; 360,000 compounds, 0.83% hits; in the data active = inhibition above about 50%
Target sequence (P26358 504-1616 limits assumed): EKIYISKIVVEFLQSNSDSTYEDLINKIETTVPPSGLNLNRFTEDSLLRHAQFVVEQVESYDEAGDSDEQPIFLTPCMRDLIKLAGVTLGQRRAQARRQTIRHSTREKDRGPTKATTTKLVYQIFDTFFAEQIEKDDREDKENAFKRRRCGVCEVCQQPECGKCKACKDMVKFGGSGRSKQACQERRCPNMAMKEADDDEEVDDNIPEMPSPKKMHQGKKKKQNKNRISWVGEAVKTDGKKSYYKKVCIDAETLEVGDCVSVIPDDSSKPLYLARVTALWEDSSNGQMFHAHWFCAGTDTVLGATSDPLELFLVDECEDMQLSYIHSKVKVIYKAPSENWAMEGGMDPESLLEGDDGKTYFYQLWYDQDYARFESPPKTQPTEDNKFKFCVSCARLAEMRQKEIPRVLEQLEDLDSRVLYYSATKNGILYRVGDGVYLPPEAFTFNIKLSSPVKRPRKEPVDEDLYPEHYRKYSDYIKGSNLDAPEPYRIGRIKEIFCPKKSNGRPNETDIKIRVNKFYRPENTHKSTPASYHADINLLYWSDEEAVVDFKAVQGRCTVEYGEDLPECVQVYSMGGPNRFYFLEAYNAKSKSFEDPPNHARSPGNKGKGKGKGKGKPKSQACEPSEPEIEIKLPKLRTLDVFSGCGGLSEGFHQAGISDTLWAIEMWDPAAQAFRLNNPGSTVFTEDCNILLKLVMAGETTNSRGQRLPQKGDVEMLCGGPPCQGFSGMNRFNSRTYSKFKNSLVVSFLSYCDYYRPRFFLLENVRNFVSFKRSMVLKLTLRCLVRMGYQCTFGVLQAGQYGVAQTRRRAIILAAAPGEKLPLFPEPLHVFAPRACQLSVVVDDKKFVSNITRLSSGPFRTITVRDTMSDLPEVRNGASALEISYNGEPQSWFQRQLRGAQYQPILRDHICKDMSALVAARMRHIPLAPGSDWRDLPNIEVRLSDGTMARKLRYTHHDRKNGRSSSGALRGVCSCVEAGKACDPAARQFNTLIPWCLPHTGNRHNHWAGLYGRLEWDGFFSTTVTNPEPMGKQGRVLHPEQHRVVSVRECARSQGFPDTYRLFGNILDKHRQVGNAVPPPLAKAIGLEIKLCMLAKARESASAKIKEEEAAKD
NRP1-CendR mod – modulators of CendR peptide binding to NRP-1, primary screen, biochemical, fluorescence polarization, uHTS | Neuropilin-1 (Homo sapiens), O14786 | inhibition, % at 25 µM | FAM-RPARPAR peptide binding to NRP-1 | 360,000 compounds, 0.85% hits;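 active = inhibition or corrected inhibition above about 18%, plus a signal ratio from 0.5 to 1.5, limit read from the data, passing the limit was not always enough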; also: strong numbers were not always called active
bovine MsrA act – bovine MsrA enzyme activators, primary screen, biochemical, absorbance, HTS. Methionine sulfoxide reductase A (Bos taurus). purified bovine MsrA, absorbance read-out. activation, % at 10.6 µM. 360,000 compounds, 0.3% hits; in the data active = activation above about 7.5%;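 also: 0% = vehicle and 100% = reference activator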
MsrA inh – bovine MsrA enzyme inhibitors, primary screen, biochemical, absorbance, HTS; Methionine sulfoxide reductase A (Bos taurus); purified bovine MsrA, absorbance read-out; inhibition, % at 15.5 µM; 360,000 compounds, 0.75% hits; in the data active = inhibition above about 4.5%;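 also: 0% = vehicle wells with enzyme and 100% = reference inhibitor wells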
Scp1 inh – Scp-1 phosphatase inhibitors, primary screen, biochemical, colorimetric, uHTS. Carboxy-terminal domain RNA polymerase II polypeptide A small phosphatase 1 (Homo …. Recombinant Scp1, phosphopeptide, malachite green phosphate absorbance. inhibition, % at 20 µM. 340,000 compounds, 0.88% hits;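 active = inhibition above about 50% at 20 µM, limit read from the data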;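 also: plate controls were DMSO wells with enzyme for no effect and wells lacking enzyme for full effect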
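Test system – truncated SCP-1 phosphatase (76-261aa) · Reagent – Phosphorylated 17-residue peptide substrate · Incubation – 45 min room-temperature reaction, 5 min colour, 30 min stabiliser · Detection – colorimetric phosphate reagent with accelerator and stabiliser, absorbance at 630 nm · Measure – % inhibition at 20 µM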
SUMO1 PPI mod – modulators of SUMO1 protein-protein interactions, primary screen, biochemical, uHTS; Small ubiquitin-related modifier 1 (Homo sapiens), P63165; SUMO1 binding to a labelled peptide, TR-FRET, 1 h; inhibition, % at 20 µM; 360,000 compounds, 0.33% hits; in the data active = inhibition above about 37%
LMPTP inh – LMPTP phosphatase inhibitors, primary screen, biochemical, fluorescence intensity, uHTS. recombinant LMPTP-A, OMFP fluorogenic substrate. 360,000 compounds, 0.22% hits. Low molecular weight phosphotyrosine protein phosphatase (Homo sapiens), P24666. inhibition, % at 20 µM;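 active = compounds that cut the enzyme signal by at least half of the control window in the single-dose screen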;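 also: plate controls were DMSO wells with enzyme plus substrate for no effect and substrate without enzyme for full effect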
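Assay system: LMPTP-A, protein tyrosine phosphatase of low molecular weight / Medium: pH 6.0 Bis-Tris buffer with DTT and Triton X-100 / Schedule: 50 min enzyme reaction at room temperature, protected from light / Measured by: endpoint fluorescence intensity from OMFP dephosphorylation / Read-out basis: % inhibition relative to no-enzyme and uninhibited control wells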
Starred values were filed as active, the others as inactive; nt = not tested or not shown.

structure	E coli Lon inh	STEP block	TbMetRS inhib	DNMT1 block	NRP1-CendR mod	bovine MsrA act	MsrA inh	Scp1 inh	SUMO1 PPI mod	LMPTP inh
O=C(COc1ccccc1F)Nc1ccc2c(c1)OCCO2	3	-2	-1.2	1	3	1	-1.5	-3	0	0.8
CC(C)CC(=O)Nc1ccc(C(=O)COC(=O)Cc2n[nH]c(=O)c3ccccc23)cc1	-2	0	-0.2	-1	-24	-7	-1.2	20	2	-1.1
O=C(COC(=O)C1CC1)Nc1ccc(Cl)cc1Cl	-12	-1	-0.4	1	7	-3	-1.5	-8	-1	0.8
CCOc1ccc(S(=O)(=O)N(CC(=O)NCc2ccncc2)c2ccc(C)cc2)cc1	-7	0	0.2	-1	-7	-2	2.8	-5	0	-1.2
Cc1ccc(NS(=O)(=O)c2cc(C(=O)N(C)C3CCN(C)CC3)ccc2Cl)cc1Cl	1	-3	-0.2	6	-8	0	0.5	-6	-3	-0.3
Cc1nnc(SCC(=O)NC2CCCc3c2cnn3-c2ccc(F)cc2F)o1 (centres undefined)	-23	0	-0.3	2	-19	0	-0.3	-6	-1	-0.5
COCCNC(=O)C(c1ccc(C)o1)N(C(=O)Cn1nnc2ccccc21)c1ccccc1 (centres undefined)	-2	-1	-0.2	8	4	-5	-0.1	-9	-1	-0.1
O=C(c1ccc(COc2c(F)c(F)c(F)c(F)c2F)o1)N1CCN(Cc2ccc3c(c2)OCO3)CC1	-6	-1	-0.1	22	-2	-3	-0.9	3	1	-0.3
COc1ccc2c(c1)c(C(C)=O)c(C)n2-c1ccc(C(C)=O)cc1	-10	0	-0.3	-1	2	-3	3.6	-15	0	0.5
Cc1cc(-c2ccccc2)nc2oc3c(c12)NC(=O)CN(c1ccccc1)C3=O	3	-3	-0.4	0	17	-3	1.1	0	-13	-1.3
CN(Cc1ccccc1)C(=O)c1cccc(NC(=O)c2ccco2)c1	3	-4	-0.9	-1	15	-3	-0.8	-13	-2	-0.3
CCCCCCC1(C)NC(=O)N(C(C)C(=O)Nc2ccc(N3CCOCC3)cc2)C1=O (centres undefined)	0	0	-0.3	-5	1	-3	0.7	-5	-3	-0.5
CCC(C)c1ccccc1OCCCCN1CCCC1 (centres undefined)	4	-3	-0.1	3	2	-3	0.0	-11	-3	-10
CC(C)NC(=O)c1csc(COCCO)n1	7	2	-0.2	3	5	-5	-0.5	nt	2	-3.3
COc1ccc(OC)c(/C=N/NC(=O)CNC(=O)c2ccc(S(=O)(=O)N3CCCC3)cc2)c1	11	-4	-0.2	2	1	-5	2.3	-8	-7	-2.2
O=C(CNc1ccccc1)NN=C1CCCC1	-4	2	0.3	0	12	-2	1.2	-5	2	0.5
CCOc1ccc(/C=N/N2C(C)CCCC2C)cc1 (centres undefined)	1	5	-0.4	8	-10	-2	0.8	-12	-2	-0.5
CCn1c(COc2ccc(C)cc2)nnc1SCc1nc2ccccc2[nH]1	-11	-1	15*	0	-12	0	-0.8	-2	1	-1.0
O=C(CSc1nnc2ccccn12)c1ccccc1	-2	2	-0.7	5	-6	-1	0.1	6	3	-0.7
CCOc1ccc2nc(N/C(N)=N/C(=S)Nc3cccc(OC)c3)nc(C)c2c1	3	0	0.0	-8	1	-3	-0.3	10	-61	-6.2
O=C(COC(=O)COc1ccccc1Cc1ccccc1)Nc1cccnc1Cl	2	0	0.4	0	-9	-4	0.1	-11	3	0.4
Cc1ccc(C)c(NC(=S)c2nc3ccccc3s2)c1	1	3	-0.8	2	-3	-10	1.5	-8	-2	2.4
CCOC(=O)C1(C)CCN1C(=O)c1ccccc1C (centres undefined)	-8	-3	-0.2	7	-3	0	1.4	nt	5	-0.4
O=C(N/N=C/c1cc2c(cc1[N+](=O)[O-])OCO2)c1ccccn1	-6	3	-0.2	-1	-1	-3	1.9	7	-14	0.0

Of the compounds above, 2 have an NH in an aromatic ring:
structure	E coli Lon inh	STEP block	TbMetRS inhib	DNMT1 block	NRP1-CendR mod	bovine MsrA act	MsrA inh	Scp1 inh	SUMO1 PPI mod	LMPTP inh
CC(C)CC(=O)Nc1ccc(C(=O)COC(=O)Cc2n[nH]c(=O)c3ccccc23)cc1	-2	0	-0.2	-1	-24	-7	-1.2	20	2	-1.1
CCn1c(COc2ccc(C)cc2)nnc1SCc1nc2ccccc2[nH]1	-11	-1	15*	0	-12	0	-0.8	-2	1	-1.0

More results
structure	E coli Lon inh	STEP block	TbMetRS inhib	DNMT1 block	NRP1-CendR mod	bovine MsrA act	MsrA inh	Scp1 inh	SUMO1 PPI mod	LMPTP inh
Cc1ccccc1C(=O)NC1CCN(C(=O)Nc2ccccc2Cl)CC1	8	-2	-0.7	0	5	-8	0.7	4	-1	0.7
O=C(C[C@@H]1C/C=C\C[C@H](NC(=O)OCC2c3ccccc3-c3ccccc32)C(=O)OC[C@H]2CCCN2C1=O)N[C@H](CO)Cc1ccccc1	-1	-3	-0.6	-20	-3	-1	-1.1	-8	4	0.3
Cc1cc(=O)n(C(NC(=O)c2ccccc2)C(=O)c2ccccc2)cn1 (centres undefined)	-14	0	-2.1	15	8	-11	-0.1	-3	-3	-0.7
N#Cc1c(-c2ccccc2)nc(N2CCCCCC2)[nH]c1=O	-10	0	-0.6	1	3	-5	-0.7	-6	-1	7.5
CC(C)Cc1ccc(CN2CCCC(NC(=O)CSc3nncn3C)C2)cc1 (centres undefined)	-1	-1	0.3	1	3	-1	-1.1	nt	-1	0.5
CC(NC(=O)C(=O)N/N=C/c1ccc(Cl)cc1)c1ccccc1 (centres undefined)	5	1	-0.4	21	-11	1	1.7	-1	5	0.5
COc1ccc(NC(=O)c2c(C(F)(F)F)nn(C)c2SCc2ccccc2Cl)cc1	8	2	0.0	3	3	-1	-0.7	0	2	2.1
O=C(NCCc1ccc(Cl)cc1)c1ccc2ccccc2n1	-13	1	-0.9	3	3	-13	1.2	-3	-3	0.7
COCCN(CCOC)C(=O)CSc1ccc(S(=O)(=O)N2CCN(C)CC2)cn1	-15	1	-0.2	-1	-9	-3	1.2	-8	2	-1.3
Cc1nc2ccccc2c(=O)n1/N=C/c1cccs1	-5	-1	1.1	-10	-4	-4	0.0	-6	-10	0.5
O=C(NCCOc1ccccc1)c1n[nH]c(=O)c2ccccc12	2	-1	0.2	1	4	-3	-0.6	-5	-2	-2.6
CC(=O)N1CCN(C(=O)c2ccc(-c3ccccc3Cl)o2)CC1	-4	3	-0.7	-1	4	-6	-0.1	0	-11	-0.2
Cc1cccc(N2CCN(C(=O)c3c(Cl)cnn3C)CC2)c1C	-15	0	-0.1	-1	17	-2	-0.6	-5	0	-0.4
CC(C)Nc1nc(-c2ccccc2CO)c2sccc2n1	11	-1	0.1	1	-15	-1	-0.1	nt	-5	1.4
Cc1cccc(S(=O)(=O)NC(=O)C2(C)CCN2C(=O)Cc2ccccc2)c1 (centres undefined)	3	-3	0.2	0	1	0	1.2	nt	0	-0.9
COc1cccc(CN(C)C(c2ccccc2)c2ccccc2)c1OC	13	-1	0.1	10	7	-2	0.2	-1	6	1.4
Cn1c(CNC(=O)c2ccccc2F)nnc1SCC(=O)NCc1ccccc1	-1	-1	0.1	-1	7	2	-1.0	-2	-1	-0.8
COc1ccc(NC(=O)C2(C)Cc3c(-c4ccccc4)ccnc3O2)cn1 (centres undefined)	-11	-3	0.3	0	-4	-1	0.8	nt	0	-1.8
c1ccc(-c2nnc(CSc3nnc(-c4ccncc4)n3Cc3ccco3)o2)cc1	-6	0	-1.2	0	4	-10	1.4	-6	-3	-0.7
COc1ccc2cc(CCNC(=O)c3ccc(S(=O)(=O)N4CCOCC4)cc3)c(=O)[nH]c2c1	0	1	-0.4	2	4	-10	0.8	7	-2	-0.9
O=C(Cn1ncc2c3ccccc3n(Cc3cccc(Cl)c3)c2c1=O)NCc1ccccn1	-93	-1	0.0	5	-118	-3	-0.2	-9	-1	3.9
O=C(N=Nc1c(O)n(Cc2ccccc2)c2ccccc12)c1cc2ccccc2cc1O	-4	3	-0.5	82*	-14	-2	-1.5	37	-6	12
COc1ccc(N(C)C(=O)C2CCCN2S(=O)(=O)c2cccc3nsnc23)c(OC)c1 (centres undefined)	-2	0	-0.9	3	-14	-2	nt	0	-32	0.6
O=C(/C=C/c1cccs1)Nc1ccc(Br)cn1	-4	4	-0.4	20	-7	-10	3.8	-3	-2	0.3
CCN(CC)CCN(Cc1cc2cc(C)ccc2[nH]c1=O)C(=S)NCc1ccco1	-16	4	0.3	-2	-8	-5	1.1	0	-1	1.0
CC(=O)Nc1ccc(CN2CCN(CCc3ccccc3)C(CCO)C2)cc1 (centres undefined)	1	-1	-1.0	-2	1	-6	-0.3	-1	5	-0.1
COc1ccc(C(=O)NCCCNC(=O)c2ccco2)cc1OC	-6	1	-0.5	4	3	-7	0.5	-3	3	-0.6
O=C(CCC(=O)N1CCSc2ccccc21)NCc1cccc(Br)c1	-7	-2	2.2	1	-7	-1	1.0	-12	9	1.5
O=C(CSc1nnnn1C1CC2CCC1C2)Nc1ccnc2ccccc12 (centres undefined)	4	2	-1.3	1	0	-4	-0.6	-5	-3	5.6
COC(=O)[C@@H](Cc1c[nH]c2ccccc12)NCc1ccc(B(O)O)cc1	-11	-2	-0.7	3	-1	-2	-0.9	-8	8	-0.3
COc1ccc(C(=O)N2CCC(C(=O)Nc3ccc(OC)c(OC)c3)CC2)cc1	-4	0	-0.4	2	6	7	0.4	-15	-5	-1.5
Cc1ccc(NC(=O)CSc2nnc(-c3ccncc3)n2N)cc1C	-2	-3	-0.4	-1	4	-3	-0.5	-13	-3	-1.0
O=C1C=CC(=Nc2ccc3c(c2)C(=O)c2ccccc2-3)O1	5	3	-0.2	2	-2	-2	2.2	-2	6	2.7
CCCCn1c(N)c(N(CCC(C)C)C(=O)c2ccc3c(c2)OCCO3)c(=O)[nH]c1=O	0	0	-0.2	1	-5	-3	-0.8	-5	7	-3.0
